# Keap1 Nrf2 FP – inhibitors of human Keap1-Nrf2 protein-protein interaction; Q14145; Keap1 Kelch-Nrf2 peptide fluorescence polarization, 1536-well; inhibition, % at 9.4 µM; 340,000 compounds, 0.15% hits; in the data active = inhibition above about 12%;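 also: human Keap1 Kelch domain with fluorescein labeled Nrf2 9mer peptide probe; 0% = neutral control wells and 100% = peptide positive control; higher means more block of Keap1 binding to Nrf2 peptide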
# Target sequence (Q14145 whole entry, looked up, the tested form may be a part): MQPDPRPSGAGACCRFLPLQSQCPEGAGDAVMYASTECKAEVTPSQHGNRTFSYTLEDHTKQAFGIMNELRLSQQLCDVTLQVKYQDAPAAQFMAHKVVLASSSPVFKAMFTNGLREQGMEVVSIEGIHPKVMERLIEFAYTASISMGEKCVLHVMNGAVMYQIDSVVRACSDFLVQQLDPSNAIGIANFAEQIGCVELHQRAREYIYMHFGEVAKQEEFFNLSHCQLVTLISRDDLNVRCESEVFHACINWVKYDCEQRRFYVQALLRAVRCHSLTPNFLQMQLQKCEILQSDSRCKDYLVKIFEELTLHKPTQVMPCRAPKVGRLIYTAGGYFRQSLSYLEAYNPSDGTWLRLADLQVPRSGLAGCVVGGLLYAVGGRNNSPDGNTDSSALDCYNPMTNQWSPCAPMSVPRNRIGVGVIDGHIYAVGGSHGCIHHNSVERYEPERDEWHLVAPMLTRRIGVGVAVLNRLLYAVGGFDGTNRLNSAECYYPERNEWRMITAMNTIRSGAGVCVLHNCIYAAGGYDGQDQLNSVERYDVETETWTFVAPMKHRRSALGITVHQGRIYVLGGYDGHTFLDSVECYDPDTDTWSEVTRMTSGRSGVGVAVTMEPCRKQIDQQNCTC
# HTR5A ag ctr – counter-screen for OPRM1-OPRD1 agonists: human HTR5A agonism; P47898; HTR5A agonist assay, luminescence, cell-based; activation, % at 9.3 µM; 340,000 compounds, 0.61% hits; in the data active = activation mostly above about 9.5%, no sharp cut-off; inactive = mostly below about 7.6%;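 also: 0% = cells with vehicle only and 100% = reference agonist; strong numbers were not always called active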
# Target sequence (P47898 whole entry, looked up): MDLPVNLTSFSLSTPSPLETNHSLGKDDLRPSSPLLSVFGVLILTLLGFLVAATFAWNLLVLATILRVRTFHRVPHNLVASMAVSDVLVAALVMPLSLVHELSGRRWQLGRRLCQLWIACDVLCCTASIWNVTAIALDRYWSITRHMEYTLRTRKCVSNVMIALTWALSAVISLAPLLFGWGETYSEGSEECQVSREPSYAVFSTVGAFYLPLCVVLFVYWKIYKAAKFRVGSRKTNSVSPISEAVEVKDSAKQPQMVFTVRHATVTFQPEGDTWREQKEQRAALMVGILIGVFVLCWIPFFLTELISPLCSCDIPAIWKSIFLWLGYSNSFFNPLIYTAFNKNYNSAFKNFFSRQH
# cardiac RTF act – increases calcium sensitivity of human cardiac regulated thin filaments. P19429+P45379. 340,000 compounds, 0.24% hits. activation, % at 7.2 µM. IANBD-labeled TnC RTF fluorescence at EC20 calcium; 0% EC20 calcium, 100% full calcium;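 active = activation above the mean over all tested compounds plus 3 SD, cut at about 30% in these data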;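 also: rise in fluorescence read as greater calcium sensitivity of cardiac thin filaments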
# HTR5A inv ctr – counter-screen for OPRM1-OPRD1 inverse agonists: human HTR5A inverse agonism; HTR5A cell line, luminescence; inhibition, % at 9.3 µM; 340,000 compounds, 0.083% hits; in the data active = inhibition mostly above about 23%, no sharp cut-off; inactive = mostly below about 18%;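 also: 0% = cells with DMSO and 100% = no-cell wells with DMSO; some compounds called inactive have numbers as strong as hits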
# CAL PDZ FP – CAL PDZ (human) peptide binding inhibition; Q9HD26; purified CAL PDZ, TMR-peptide fluorescence polarization, 1 h; inhibition, % at 24.9 µM; 300,000 compounds, 0.92% hits; AID 602252;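 active = mean inhibition of at least 30% with at least half of replicates also reaching 30%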;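 also: 0% = DMSO neutral control and 100% = excess unlabeled competitor peptide PRC23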
# V-ATPase pH – yeast V-ATPase proton transport regulation by pHLuorin; S. cerevisiae, pHLuorin cytosolic pH fluorescence; response, % at 10 µM; 350,000 compounds, 0.37% hits; in the data active = response mostly above about 7.3%, no sharp cut-off; inactive = mostly below about 5.4%; also: actives read high; inactives centre near 0; some compounds called inactive have numbers as strong as hits; reference of the scale not given here
# MOR-DOR ag – agonists of human mu-delta opioid receptor heterodimerization | 340,000 compounds, 0.3% hits | activation, % at 9.3 µM | cells, OPRM1-OPRD1 heterodimerization, luminescence; in the data active = activation above about 18%;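 also: 0% = vehicle-treated cells and 100% = reference agonist; values of inactives mirror those of a sister screen read the other way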
# LANA DNA inh – KSHV C-LANA DNA binding inhibition. MBP-C-LANA/FAM-LBS DNA binding, fluorescence polarization. inhibition, % at 9 µM. 340,000 compounds, 0.078% hits. AID 504423;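 active = highest replicate inhibition at or above 60% at 9 µM, even if other replicates fall short; inactive = all replicates below 60% inhibition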;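 also: 0% = neutral control wells and 100% = 4 µM acridine orange control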
# Cardiac RTF inh – cardiac RTF calcium desensitization | IANBD-labeled cardiac RTF, Ca2+ fluorescence | P19429+P45379 | inhibition, % at 7.15 µM | AID 493244 | 340,000 compounds, 0.12% hits;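 active = inhibition above the mean inhibition of all tested compounds plus 3 SD, cut at about 17% in these data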;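 also: assay run at fixed EC70 calcium of 1.6 mM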
# MOR-DOR inv ag – mu-delta opioid heterodimer inverse agonism; P35372+P41143; cell-based MOR-DOR heterodimer luminescence; inhibition, % at 9.3 µM; 340,000 compounds, 0.21% hits; in the data active = inhibition above about 22%, passing the limit was not always enough;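 also: 0% = cells with DMSO and 100% = wells without cells with DMSO; values of inactives mirror those of a sister screen read the other way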
# * = called active by the depositor; . = no result given.
SMILES,Keap1 Nrf2 FP,HTR5A ag ctr,cardiac RTF act,HTR5A inv ctr,CAL PDZ FP,V-ATPase pH,MOR-DOR ag,LANA DNA inh,Cardiac RTF inh,MOR-DOR inv ag
O=[N+]([O-])c1cccnc1N1CCC(c2cc(-c3ccc(Cl)cc3Cl)n[nH]2)CC1,-4,0,-3,7,1,-2,1.2,-0.3,1,-7
O=C(NCCc1ccccc1)c1coc(=O)c(Br)c1,1,1,2,-4,-5,-8,1.6,-1.9,-7,-7
O=C(c1cccc(C(F)(F)F)c1)N1CCC(O)(CS(=O)(=O)Cc2ccccc2Cl)CC1,-4,3,4,-7,1,-2,-1.9,-0.5,7,10
CCOC(=O)c1sc(N/N=C/c2ccc(N(C)C)cc2)nc1C,-1,1,0,-2,-3,-11,10.0,1.5,-1,-51
CCOC(=O)c1oc2nc(C)c3c(c2c1N)CC(C)(C)OC3,-6,8,3,-1,-1,-1,-1.9,0.1,2,11
CCOc1ccc(-n2c(SCC(=O)NCc3ccco3)nc3ccccc3c2=O)cc1,-6,3,5,19,.,1,0.8,0.6,-9,-4
CSCCC(NS(=O)(=O)c1ccccc1F)C(=O)N1CCCCCC1 (configuration not stated),-5,2,-9,-8,-2,0,-0.6,0.1,-6,4
Oc1csc(Cc2nc(-c3ccc4ccccc4c3)cs2)n1,-6,1,6,-36,-3,0,1.6,-0.7,-10,-9
Cn1c(=O)n(C)c2cc([N+](=O)[O-])c(N3CCN(C(=O)c4ccccc4Cl)CC3)cc21,0,3,-2,-8,-3,1,-2.3,-0.2,0,13
Cc1nc(NC(=O)c2ccccc2)sc1-c1csc(NCc2ccccc2)n1,-1,-3,-4,9,-1,-2,1.7,-0.7,-5,-8
FC(F)(F)c1ccc(Cl)c(-n2c(-c3cc(-c4ccco4)[nH]n3)n[nH]c2=S)c1,-1,-1,3,-4,.,-1,-0.1,0.3,3,1
CC1Oc2ccccc2OC1(O)c1ccc2ccccc2n1 (configuration not stated),1,0,2,1,.,1,-3.5,0.9,-4,19
CCn1c(=O)n(CC(=O)Nc2ccc(F)cc2)c(=O)c2ccccc21,-4,-2,-4,7,0,2,-0.1,0.0,6,0
COc1ccccc1/C=C/C(=O)NC1CC2CCC1C2 (configuration not stated),-2,-1,2,12,1,-4,0.1,-0.5,0,-1
Cc1nc2ccc(S(=O)(=O)N(C)CC(=O)NCc3ccc4c(c3)OCO4)cc2s1,2,3,-2,10,-2,1,0.8,-0.7,-7,-4
Cc1ccc(C(=O)Nc2ncccc2O)cc1S(=O)(=O)N1CCCCC1,3,6,-4,-15,1,-2,-1.9,0.3,1,10
Cc1cc(C)cc(NC(=S)NCc2ccc3c(c2)OCO3)c1,-7,2,3,1,0,5,4.7,0.8,-4,-25
CCCCn1c(=O)[nH]c(=O)c2c1nc(-c1ccc3ccccc3c1)n2CC,-2,-2,-5,4,-4,1,0.1,1.2,0,-1
CCN(C(=O)C1CCCN(c2nc(-c3ccc(OC)cc3)no2)C1)c1ccccc1F (configuration not stated),-3,6,3,-16,.,-3,1.1,-1.0,-2,-6
COc1cccc2sc(Nc3nc(-c4ccncc4)cs3)nc12,4,4,-2,-11,-5,1,3.4,0.7,-8,-16
C#CCCOC(=O)N1C2=NC(C(=O)OC)=C(C(=O)OC)[C@@H]3N(C)c4ccc(OC)cc4[C@]23C[C@H]1C(=O)OC,-7,-7,11,18,0,-2,4.1,-0.4,-30,-23
COc1ccccc1N1CCN(C2CCCCC2NS(=O)(=O)c2ccccc2)CC1 (configuration not stated),-4,-1,1,8,.,1,2.2,-3.2,-1,-11
O=c1c2ccccc2nnn1CCN1CCOCC1,1,-4,-4,10,-1,1,-3.3,-1.2,16,17
Cc1cc(Cl)ccc1NC(=O)c1ccc2c(c1)OCO2,1,2,-8,-8,-2,15*,-1.3,-0.8,-4,6
Cc1ccc(S(=O)(=O)NCC(=O)OCC(=O)c2ccc(S(=O)(=O)N3CCCCC3)cc2)cc1C,-2,-17,-2,42*,-1,1,-19,-0.8,0,77*
CC(C)OC(=O)CSc1nnc(-c2cccnc2)n1N,-9,1,-1,7,-4,0,-2.3,0.7,2,11
Nc1nonc1C(=O)N/N=C/c1cc2c(cc1Br)OCO2,4,5,-1,-16,-2,-2,-1.8,0.8,3,10
COc1cc(/C=C2/NC(=O)N(CC(=O)Nc3cccc(C)c3)C2=O)ccc1OCC(N)=O,3,5,-5,-28,-3,2,-1.2,-0.6,-3,6
CCOC(=O)Cc1csc(SCC(=O)Nc2cc(Cl)ccc2Oc2ccccc2)n1,3,2,0,14,0,-1,0.2,-0.9,2,-1
O=C(COC(=O)CNC(=O)c1ccccc1)Nc1ccc(S(=O)(=O)N2CCCC2)cc1,-1,1,-5,8,-1,-1,-3.3,-1.4,5,16
CCOC(=O)C(CC)n1nc(C)n2c(cc3sccc32)c1=O (configuration not stated),2,-2,6,-11,12,-1,-1.6,2.0,0,10
Cc1ccc(S(=O)(=O)NC(Cc2ccccc2)C(=O)NN)cc1 (configuration not stated),-4,3,4,-10,-1,-1,2.6,-0.6,-4,-13
Cn1c(=NC(=O)CCS(=O)(=O)c2ccccc2)sc2cc(F)ccc21,-2,3,3,10,0,-2,0.5,-2.6,-15,-4
CC(OC(=O)/C=C/c1cccs1)C(=O)NC1CCCCC1C (configuration not stated),2,-4,2,4,-8,-3,-3.0,0.6,-2,16
Oc1ccc(/C=N\Nc2nncc(-c3ccccc3)n2)cc1,-2,7,1,-19,3,-3,-1.1,-1.1,7,6
COc1ccc(C(=O)O/N=C(/c2cccs2)C(C)(C)C)cc1,-3,-6,0,17,-4,2,2.1,-1.8,3,-11
CC(=O)c1ccc(NC(=O)CCc2c(C)nn(-c3ccc(N4CCOCC4)nn3)c2C)cc1,-3,0,-4,-6,-4,0,-1.6,0.3,2,8
Cc1ccc(C(OCC(O)CN2CCCCC2)c2ccccc2)cc1 (configuration not stated),0,2,-4,-5,-2,3,1.8,0.4,-1,-15
CCC(C)NC(=O)CCC(=O)NNc1nc2ccccc2c2nc(C)nn12 (configuration not stated),3,1,6,-3,.,1,-0.5,0.3,-4,3
C=CCN1c2ccccc2[C@]23C[C@@H](C(=O)OC)N(C(=O)NCCC)C2=NC(C(=O)OC)=C(C(=O)OC)[C@H]13,-2,4,-3,5,-2,5,-1.9,0.3,-5,11
CSCCC(NC(=O)c1ccc(Cl)cc1Cl)C(=O)NCc1ccccn1 (configuration not stated),-7,3,-1,13,-1,-2,-1.3,-0.7,-5,7
CCOC(=O)c1sc2ncn(/N=C/c3cccnc3)c(=O)c2c1C,2,5,6,-13,-2,-3,-0.8,0.9,-9,4
COCC(C)NC(=O)c1cc(S(=O)(=O)N2CCCCC2)ccc1N1CCOCC1 (configuration not stated),2,-5,-3,-8,.,3,-0.4,-1.0,2,2
FC(F)(F)c1nnc(-c2ccccc2)nc1Sc1ccccc1,2,0,-2,8,.,1,-2.5,1.0,-11,11
Cn1c(OCc2cccnc2)nc2c1c(=O)n(Cc1ccc(Br)cc1)c(=O)n2C,-7,1,3,-16,5,3,2.1,-2.4,2,-11
CCC1(c2ccc(Cl)cc2)NC(=O)N(CC(=O)N2CCN(C(=O)c3ccco3)CC2)C1=O (configuration not stated),-6,2,-1,-7,0,1,-3.2,0.6,0,14
Cc1onc(-c2ccccc2Cl)c1C(=O)NCc1ccc(N2CCCC2=O)cc1,-2,1,2,-2,-5,1,-2.4,-0.4,-5,14
CC(C(=O)N1CCN(Cc2ccccc2)CC1)c1ccc([N+](=O)[O-])cc1 (configuration not stated),-6,5,5,-15,-4,3,-2.0,-0.6,5,11
Cc1cc(C)cc(OCC(=O)Nc2nc(-c3ccccn3)cs2)c1,-3,21*,-13,-30,-6,-3,2.2,0.6,1,-11
COc1cccc(-c2nc(N3CCCCC3C)c3ccccc3n2)c1O (configuration not stated),0,0,-1,12,-1,-2,1.1,-2.3,-20,-6
O=C(NCc1cccc(C(F)(F)F)c1)C1CC(c2ccccc2C(F)(F)F)=NO1 (configuration not stated),-6,7,3,-22,-5,-2,0.1,-1.4,12,-1
N#Cc1cccc(NC(=O)CNC(=O)Cc2ccccc2)c1,2,9,-7,4,-4,-1,-0.4,-0.7,7,2
COC(=O)c1c(C)cc(C)c2c1CC(C)(C)C2=O,-5,1,1,18,-3,7,-0.7,0.3,3,3
CCc1ccc(OCC2c3cc(OC)c(OC)cc3CCN2C(=S)NCCOC)cc1 (configuration not stated),2,-2,4,5,1,0,-1.3,0.7,-2,7
O=C(NCC1CCCO1)C(c1cccnc1)N(C(=O)Cc1cccs1)c1cccnc1 (configuration not stated),0,4,3,-8,-2,1,0.6,1.3,-16,-4
CC12CCC(=O)N1C(C(=O)N1CCN(c3cccc(Cl)c3)CC1)CS2 (configuration not stated),2,-1,-5,4,80*,1,-0.5,-3.5,-10,2
Cc1ccc(N2C(=O)CC(C)(C)CC2=O)cc1Cl,0,-4,0,-15,-2,4,-1.3,0.5,-4,7
C/C=N/NC(=O)CCNC(=O)c1ccccc1,-3,1,-2,5,-6,4,-0.5,-2.2,-5,3
Cc1ccc(Br)cc1S(=O)(=O)Nc1cccnc1,-1,4,2,-19,.,3,2.7,1.2,-5,-14
O=C(CSc1nc(=O)n2cc(Cl)ccc2n1)Nc1ccc2c(c1)OCCO2,0,0,-4,21,-6,3,1.3,0.5,3,-9
# Next part
SMILES,Keap1 Nrf2 FP,HTR5A ag ctr,cardiac RTF act,HTR5A inv ctr,CAL PDZ FP,V-ATPase pH,MOR-DOR ag,LANA DNA inh,Cardiac RTF inh,MOR-DOR inv ag
Cc1cc(C)c(C(N)=O)c(NCCc2ccccc2)n1,-5,-1,-1,-3,.,3,-2.0,0.6,2,10
CC1CCN(C(=O)c2[nH]cnc2C(=O)NCc2ccc(CNC(=O)OC(C)(C)C)cc2)CC1,2,3,3,-24,-4,-7,-3.5,-1.1,-16,19
CCC(C(=O)Nc1ccccn1)c1ccccc1 (configuration not stated),4,4,0,-8,-5,3,-2.1,-1.1,-1,10
Cn1cc(CNC(=O)C2CCCCC2)cn1,-2,4,4,1,-8,-3,-2.7,-0.1,-1,14
COCCCNC(=O)CCNS(=O)(=O)c1ccc(C)cc1,-4,-1,0,2,.,7,-0.5,-0.8,-13,2
CN(CC(=O)Nc1cccc(F)c1)C(=O)c1cc(-c2cccs2)nn1-c1ccccc1,-5,3,-1,-9,2,1,1.8,-14,1,-11
Cc1cc2ncc(Cl)nc2cc1C,1,-1,3,-20,-3,-2,-1.2,-0.6,-15,6
S=C(CN1CCCC1=S)N1CCOCC1,2,-2,-3,-6,.,0,-2.8,-0.5,-3,14
CCOCCCNC(=O)CN1CCN(Cc2ccc(Cl)cc2)C1=O,-3,-1,-3,6,-4,-2,-1.0,-1.0,-2,5
O=C(Cn1ncc2c([nH]c3ccccc32)c1=O)Nc1ccc(CN2CCCCC2)cc1,1,2,-7,-7,1,-2,-2.8,1.3,3,15

# Quoted at random: 2 entries already listed, in no set order.
SMILES,Keap1 Nrf2 FP,HTR5A ag ctr,cardiac RTF act,HTR5A inv ctr,CAL PDZ FP,V-ATPase pH,MOR-DOR ag,LANA DNA inh,Cardiac RTF inh,MOR-DOR inv ag
Cc1cc(C)c(C(N)=O)c(NCCc2ccccc2)n1,-5,-1,-1,-3,.,3,-2.0,0.6,2,10
CCOCCCNC(=O)CN1CCN(Cc2ccc(Cl)cc2)C1=O,-3,-1,-3,6,-4,-2,-1.0,-1.0,-2,5

# Bioassay records as filed in PubChem.
